# BAP1 block – blocks human BAP1 ubiquitin-AMC hydrolysis; recombinant BAP1, Ub-AMC hydrolysis fluorescence kinetic; stronger effect = lower value; actives 0.48% (n = 72,000); AID 436; activity remaining (% of control), % at 20 µM;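 active means activity remaining at or below 50% of control, provided the compound also passes the data quality filters; inactive means the rest, including low values that fail the filters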;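 further: 100% = DMSO wells rate and 0% = substrate alone blank rate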
# Target sequence (Q92560 whole entry, looked up): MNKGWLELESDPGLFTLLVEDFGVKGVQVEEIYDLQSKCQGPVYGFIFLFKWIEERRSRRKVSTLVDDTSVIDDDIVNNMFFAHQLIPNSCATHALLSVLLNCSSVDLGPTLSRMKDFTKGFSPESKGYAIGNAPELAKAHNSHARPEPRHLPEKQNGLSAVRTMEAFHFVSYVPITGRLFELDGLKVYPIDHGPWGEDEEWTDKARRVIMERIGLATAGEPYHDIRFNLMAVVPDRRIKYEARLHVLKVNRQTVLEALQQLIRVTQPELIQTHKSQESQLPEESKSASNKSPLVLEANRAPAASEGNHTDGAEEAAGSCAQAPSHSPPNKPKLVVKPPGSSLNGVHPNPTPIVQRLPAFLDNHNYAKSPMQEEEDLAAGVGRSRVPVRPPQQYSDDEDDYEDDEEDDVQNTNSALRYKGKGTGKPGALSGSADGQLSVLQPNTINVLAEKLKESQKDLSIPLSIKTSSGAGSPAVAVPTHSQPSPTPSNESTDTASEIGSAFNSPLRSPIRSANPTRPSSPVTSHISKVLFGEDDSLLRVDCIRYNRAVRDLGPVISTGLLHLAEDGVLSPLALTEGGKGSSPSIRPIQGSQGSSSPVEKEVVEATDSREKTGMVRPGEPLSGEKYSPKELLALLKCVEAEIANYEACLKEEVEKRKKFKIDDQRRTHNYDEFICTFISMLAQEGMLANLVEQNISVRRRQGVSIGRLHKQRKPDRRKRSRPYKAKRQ
# HePTP inh – blocks human HePTP tyrosine phosphatase | P35236 | recombinant HePTP phosphatase activity, OD absorbance | inhibition, % at 20 µM | actives 0.64% (n = 110,000) | AID 521; in the data active means inhibition above about 50%;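 further: plate controls were vehicle for no effect and reference inhibitor for full effect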
# Active calls of the source: *; . = no result given; & = joins results of further samples.
SMILES,BAP1 block,HePTP inh
O=C(NCC1CCCO1)C1CCCN1C(=O)NC1CCCCC1 (stereo not drawn),93,-3
Cn1c(Cn2c(=O)sc3ccccc32)nnc1SCC(=O)NCc1ccccc1,99,2
Cc1cc(NC(=O)c2cccc(S(=O)(=O)N3CC(c4ccccc4)CC3=O)c2)no1 (stereo not drawn),88,11
COc1ccc(Nc2ncnc3c2oc2ccccc23)cc1,90,-4
CCc1ccc(N2C(=O)NC(=O)/C(=C\c3ccc(O)c(OC)c3)C2=O)cc1,.,-2
O=C(OCc1c(F)cccc1Cl)c1cnccn1,81,-4
COc1ccc(N(C)S(=O)(=O)c2c(C)[nH]c(=O)[nH]c2=O)cc1,98,3
Cc1cc(Br)ccc1N1C(=O)/C(=C/C=C/c2ccccc2)C(=O)NC1=S,.,-3
O=C(c1ccc(CS(=O)(=O)c2c(Cl)cccc2Cl)o1)N1CCN(c2ccccn2)CC1,89,-6
CCOC(=O)c1c(NC(=O)/C=C/c2cccs2)sc(C)c1C,.,-2
O=C(c1cc2c(s1)-c1ccccc1OC2)N1CCCC1,99,0
COc1ccc(Cl)cc1-c1nc(-c2ccc(NC(=O)c3ccncc3)cc2)no1,138,.
COc1ccc(Br)cc1/C=C/C(=O)Nc1ccc(NC(=O)c2ccccc2)cc1,.,9
CSc1nnc2c3ccccc3n(Cc3ccccc3)c2n1,.,9
COc1cc(NS(=O)(=O)c2cccc([N+](=O)[O-])c2)cc(OC)c1,.,-9
CCCC(=O)Nc1ccc(Cl)c(NC(=O)c2cccnc2)c1,56,5
Cc1ccc(C)n1CCN1CCN(CC(=O)Nc2ccc(S(N)(=O)=O)cc2)CC1,113,-12
O=C1N/C(=N/N=C/c2ccc3c(c2)OCO3)SC1c1ccccc1 (stereo not drawn),.,-12
CCOCCOC(=O)C1=C(C)NC2=C(C(=O)CCC2)C1c1ccc(I)cc1 (stereo not drawn),.,6
COc1cc(OC)cc(-c2nc(-c3ccccc3)no2)c1,74,-10
Cc1cccc(C)c1NC(=O)c1ccc([N+](=O)[O-])cc1Cl,.,4
CCc1cc2c(=O)c(-c3nc4ccccc4n3C)c(COCC(=O)O)oc2cc1O,78,0
Cc1[nH]nc(-c2ccc(O)cc2O)c1-c1ccc(Cl)cc1,95,-4
COc1cccc2cc(C(=O)Nc3cccc(C(C)=O)c3)c(=O)oc12,.,4
CN(C)CCCNCCCNC(=O)/C(=N\O)c1ccccn1,102,3
Cc1cc(C)c(-c2cc(NC(=O)CSc3nncn3C)n(-c3ccccc3)n2)cc1C,107,10
Cc1onc(-c2c(Cl)cccc2Cl)c1C(=O)NC(C)(C)CO,88,7
Cn1c(N2CCN(c3ccccn3)CC2)nc2c1c(=O)n(Cc1ccccc1Cl)c(=O)n2C,.,4
COc1cc(C(=O)Nc2nc3ccc([N+](=O)[O-])cc3s2)cc(OC)c1OC,135,.
C=CCn1c(COc2cccc3ccc(C)nc23)nnc1SCC(=O)OC,85,10
COc1ccc(OCCN2C(=O)NC(C)(c3ccc(C)cc3)C2=O)cc1 (stereo not drawn),103,0
O=C(O)CSc1nnnn1-c1ccccc1,63,.
CC(NC(=O)C(NC(=O)C1CCCN1C(=O)OC(C)(C)C)C(C)C)C(N)=O (stereo not drawn),133,8
COc1ccc(/C=C/C(=O)NCCSCc2ccc(Cl)cc2)cc1,.,2
COc1ccc(C(=O)C[n+]2cn(C(F)F)c3ccccc32)c(F)c1,138,.
CC(C(O)c1ccc(O)cc1)N1CCC(Cc2ccccc2)CC1 (stereo not drawn),92,.
COc1ccc(S(=O)(=O)N2CCCN(Cc3cccc(F)c3)CC2)cc1,100,-4
CC(NC(=O)OC1CCCCC1)N1C(=O)C2C3C=CC(C3)C2C1=O (stereo not drawn),110,11
CCOC(=O)C1CCCN(C(=O)COC(=O)C2=COCCO2)C1 (stereo not drawn),113,5
CN(C)S(=O)(=O)c1ccc(C(=O)Nc2ccnn2C2CCCCC2)cc1,88,11
CCCCOc1ccc(N2C(=O)C3CC(C)=C(C)CC3C2=O)cc1 (stereo not drawn),.,3
CC(C)(C)OC(=O)COc1cc2oc(=O)c3c(c2cc1Cl)CCC3,.,-6
CCOC(=O)COc1ccc2oc(=O)cc(C)c2c1,.,8
C=CCN1C(=O)C(C(c2ccc(Cl)cc2)C2C(=O)NC(=S)N(CC=C)C2=O)C(=O)NC1=S (stereo not drawn),132,.
CSc1ccccc1NC(=O)c1cc2nc(-c3cccs3)cc(C(F)(F)F)n2n1,.,-9
Cc1noc(C(=O)Nc2ccccc2C(F)(F)F)c1Cl,68,8
CCOC(=O)c1c(NC(=O)c2ccc(OC)c(OC)c2)sc(C(=O)N(CC)CC)c1C,.,3
O=C(O)CC1S/C(=N/N=C/c2ccccc2O)N(c2ccc(O)cc2)C1=O (stereo not drawn),.,4
COCCNC(=O)c1sc2ncn(CC(=O)N3CCCCC3)c(=O)c2c1C,110,6
Cc1ccc(-c2ccc(OCC(=O)NCc3ccccc3)cc2)cc1,.,-4
# Continuation.
SMILES,BAP1 block,HePTP inh
CCOc1ccc(-c2cc(C(=O)Nc3cccc([N+](=O)[O-])c3)c3ccccc3n2)cc1,.,12
COc1cc(C=C2C(=O)NC(=S)NC2=O)cc(Br)c1OCCOc1ccc(C)c(C)c1,.,10
CC1/C(=N/O)C(CN(C)C)C2CC1C2(C)C (stereo not drawn),99,-2
C=CCn1c(C2CC(=O)N(c3ccc(C)cc3)C2)nc2ccccc21 (stereo not drawn),132,4
O=C(NCCCN1CCCCC1)C1CCC(=O)N1CCc1ccccc1 (stereo not drawn),101,11
O=c1[nH]c(=O)n(-c2ccc(F)cc2)c(O)c1C=Nc1ccc2c(c1)OCO2,.,9
COc1ccc(N2C(=O)NC(=O)/C(=C/c3ccc(O)c([N+](=O)[O-])c3)C2=O)cc1,.,1
Cn1c(=O)c2c(nc(NCc3ccc4c(c3)OCO4)n2C)n(C)c1=O,120,2
COC(=O)c1ccc(NC(=S)NC(=O)/C=C/c2ccc(C)cc2)cc1,.,-12
C=CCc1ccccc1OCCn1ccnc1,48*,10
COC(=O)c1ccccc1NC(=O)C1CC(=O)N(c2ccccc2)C1 (stereo not drawn),105,6
CCOC(=O)C1=NN(C(=O)c2ccc([N+](=O)[O-])cc2)C(O)(C(C)(C)C)C1 (stereo not drawn),.,-4
CCCCNC(=O)c1nc2ncc(Br)cn2n1,97,14
CC(C)c1ccc(N(CC(=O)O)S(=O)(=O)c2cccnc2)cc1,103,-8
CCCCCNC(=O)c1c(N)n(/N=C/c2ccco2)c2nc3ccccc3nc12,.,5
Cc1ccc(-n2nnc3ccccc3c2=O)cc1C,98,7
CSc1ccc(C2C(C#N)=C(N)Oc3cc4c(cc32)OCO4)cc1 (stereo not drawn),130,9
Cc1nc2c([N+](=O)[O-])cc(Br)cc2c(=O)[nH]1,.,7
CCOc1ccc(-c2nc3cc(NC(=O)COc4cccc(C)c4)ccc3o2)cc1,185,.
O=C(Nc1ccccc1)Nc1ccccn1,93,4
CCC(=O)c1ccc(Br)cc1[N+](=O)[O-],.,7
Cc1ccc(C(=O)CC(=O)c2ccccc2C)c(O)c1,.,-9
COc1ccc(/C=C(\C#N)c2ccc([N+](=O)[O-])cc2)c(OC)c1,.,-4
O=C(N/N=C/c1cccc(Cl)c1)c1ccncc1,.,10
COc1ccc(/C=C/C(=O)NCCN2CCOCC2)cc1OC,.,4
Cc1cc(N2CC(=O)N(CCc3ccccc3)C(=O)C2)n2ncnc2n1,96,.
Cc1cccc(OCCCC(=O)Nc2ccc(N3CCOCC3)cc2)c1,.,2
O=C(O)CCCCCN1C(=O)C(=O)/C(=C(/O)c2ccccc2)C1c1ccc([N+](=O)[O-])cc1 (stereo not drawn),.,-19
OC(COc1ccccc1)CN1C2=NCCCN2c2ccccc21 (stereo not drawn),100,9
NC(=S)N(C1=NCCCCC1)c1ccc(Br)cc1,.,2
Cc1cc(NC(=O)COC(=O)c2ccc(F)c(S(=O)(=O)N3CCOCC3)c2)no1,.,7
Fc1ccc(-c2cn3ccccc3n2)cc1,.,8
Cc1cc(/C=C(\C#N)C(=O)NCC2CCCO2)c(C)n1-c1ccc(Br)cc1 (stereo not drawn),.,-4
COc1ccc(N2CCN(C(=O)CSc3nc4cc(OC)c(OC)cc4cc3C#N)CC2)cc1,71,9
CC1(C)CC(NC(=S)Nc2ccc(F)cc2)CC(C)(C)N1,.,4
O=C(Nc1ccccn1)C1CCN(S(=O)(=O)c2cccs2)CC1,93,-4
CC(C(=O)c1ccc(-c2ccccc2)cc1)[n+]1ccc2ccccc2c1 (stereo not drawn),138,.
CC(=O)c1coc2ccc(OCCN3CCCCC3)cc12,99,-4
O=C(CN1C(=O)c2cccc([N+](=O)[O-])c2C1=O)Nc1nc(-c2ccccc2)cs1,.,5
C=CCc1ccccc1OCCOc1c(Br)cc(/C=N/n2cnnc2)cc1OC,.,8
CCC(=NCCc1ccccc1)C1=C(O)CCC1=O,104,3&1
COc1ccc(OCCNC(=O)c2ccccc2OCC(=O)N2CCCCC2)cc1,61,8
O=C(Nc1cccc(Br)c1)c1ccccc1,.,1
COC1=Cc2c(ccc3ccc(=O)oc23)OC1(C)C,.,9
O=C(O)c1ccccc1C(=O)Nc1ccc2c(c1)C(=O)c1ccccc1C2=O,.,7
CC(=O)Nc1ccc(S(=O)(=O)NCC2CCC(C(=O)NCCC(C)C)CC2)cc1 (stereo not drawn),116,2
CCOC(=O)C(CC)(CCC(=O)O)c1csc(N)n1 (stereo not drawn),94,4
Cc1nc2cc(-c3cccc(Cl)c3)[nH]n2c(=O)c1Cl,.,-7
O=C(C1CCC(CNS(=O)(=O)c2cccc3cccnc23)CC1)N1CCCC1 (stereo not drawn),100,8
C=CCS/C(=N\n1cnc2ccccc2c1=O)N1CCCCC1,106,11
# (listing goes on)
SMILES,BAP1 block,HePTP inh
CCOc1ccc(N=C2SC(C(=O)O)CC(=O)N2C)cc1 (stereo not drawn),73,4
Cc1nn(C(=O)c2ccco2)c(C)c1Sc1ccccc1,139,.
CCc1ccc(OC(=O)c2ccn(CC)n2)cc1,108,8
COC(=O)C1=C(C)N(C)C(C)=C(C(=O)OC)C1c1cccs1,97,10
Cn1c(SCc2ccccc2)nnc1-c1cccs1,101,-7
COc1ccc(NC(=O)c2cc3nc(-c4ccc(Cl)cc4)cc(C(F)(F)F)n3n2)cc1OC,.,3
COc1ccccc1N1CCN(CCC(=O)Nc2ccc3c(c2)OCO3)CC1,.,3
CCN(C#N)c1nc(NC(C)C)nc(NC(C)C)n1,56,12
Cc1cccc(OCCn2c(N)nc3ccccc32)c1,.,3
Cc1cccc(N2CC(C(=O)O)CC2=O)c1 (stereo not drawn),136,2
CC(c1ccccc1)C1C(C#N)=C(N)SC(N)=C1C#N (stereo not drawn),95,0
O=C(Nc1ccc(F)cc1)N1CCc2ccccc21,.,10
CC(C)(C)Nc1cccccc1=O,106,5
Cc1cc(-c2cc(Cl)ccc2O)n[nH]1,.,-2
Cc1ccc(OCCn2c(SCC(N)=O)nc3ccccc32)cc1,223,14
Cc1ccc(SCCNC(=O)CN(c2cccc(Cl)c2)S(=O)(=O)c2ccccc2)cc1,.,1
COc1ccc(OC)c(S(=O)(=O)Nc2ccc(O)c3ccccc23)c1,58,3
O=S(=O)(NCc1cccnc1)c1cccc2nsnc12,131,3
O=C(N/N=C\c1cc([N+](=O)[O-])ccc1N1CCCC1)c1ccccn1,.,-2
CCC(Sc1nc(=O)cc(N)n1CCc1ccccc1)C(=O)Nc1ccccc1C#N (stereo not drawn),98,-7
Oc1c(Br)cc(/C=N/Nc2nc3ccccc3s2)c(O)c1Br,.,-4
CC1CCN(S(=O)(=O)c2cccc(C(=O)Nc3ccccn3)c2)CC1,106,16
O=C(CSc1nc2ccccc2o1)Nc1ccccc1,100,16&-18
CC(C)Cn1c(=O)c(C(=O)Nc2cnccn2)c(O)c2ccccc21,96,4
CC(=O)c1ccc(NC(=O)C2CCCN2S(=O)(=O)c2cccc3cccnc23)cc1 (stereo not drawn),97,4
COCCCNCCOCCOc1cccc(OC)c1,.,10
O=C1CCCN1CN(C(=O)c1ccc2c(c1)OCO2)c1cccc(Cl)c1,103,2
CCCCN1C2=NCCCN2c2ccccc21,.,3
Cc1ccc(C2Nc3ccc(C(=O)c4ccccc4)cc3NC3=C2C(=O)CC(C)(C)C3)o1 (stereo not drawn),.,7
Cc1ccc(C(C)C)c(COCC(O)CN2CC(C)CC(C)C2)c1 (stereo not drawn),.,5
Cc1c(C(=O)N2CCC(C(N)=O)CC2)sc(N)c1C#N,86,5
